Assay outcomes as filed in PubChem.
KOR beta-arrestin-1 = kappa opioid receptor activators – cell-based, luminescence, uHTS, primary screen (AID 1777); KOR beta-arrestin recruitment, luminescence; higher % means a stronger effect; one-dose activation, % at 10 µM; EC50 in µM for titrated hits; 0.02% of 280,000 active; in the data active = activation above about 50%, passing the limit was not always enough; also: a part of the inactive calls stands beside numbers as strong as those of hits
Myeloid diff 2 = myeloid differentiation induction; ER-HoxA9 myeloid progenitors, lysozyme-GFP differentiation, flow cytometry; calls only at 10 µM; 1% of 360,000 active; AID 624256;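 active = normalized GFP-positive differentiation at or above the plate's own cutoff, the solvent-only control mean plus 3 SD; inconclusive = no clear call, values can overlap the other calls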;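 also: cells exposed to compound for four days before flow analysis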
HIV peptide binding = cell-free HIV fusion peptide-binding blockers – biochemical, uHTS, fluorescence dequenching, primary screen (AID 1986); cell-free peptide binding, fluorescence dequenching, 30 min; higher % means a stronger effect; one-dose inhibition, % at 20 µM; IC50 in µM for titrated hits; 0.3% of 290,000 active; in the data active = inhibition mostly above about 52%, no sharp cut-off; inactive = mostly below about 76%; also: some results filed as inactive read as strong as hits
KOR beta-arrestin-2 = kappa opioid receptor blockers – cell-based, luminescence, uHTS (AID 1778); KOR beta-arrestin recruitment, luminescence, antagonist mode; higher % means a stronger effect; 0.091% of 290,000 active; inhibition, % at 10 µM, or IC50 in µM where a hit was titrated; also: strong numbers were not always called active
GPR55 beta-arrestin = selective activators of receptor GPR55 – imaging, U2OS cells, beta-arrestin-GFP redistribution, primary screen (AID 1961); U2OS GPR55 beta-arrestin-GFP redistribution imaging; higher % means a stronger effect; activation, % at 10 µM, or EC50 in µM where a hit was titrated; 0.048% of 290,000 active;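 active = activation above 40% with more than 50 cells counted in the well; inconclusive = wells holding fewer than 50 cells, flagged as toxic or sparse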;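 also: U2OS osteosarcoma cells stably expressing GPR55 and beta-arrestin-GFP; plate controls were DMSO negative control for no effect and LPI positive control for full effect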
GPR55 LPI antagonism = GPR55 antagonists blocking LPI-driven arrestin recruitment, primary screen, imaging, U2OS, beta-arrestin-GFP, LPI agonist (AID 2013); U2OS GPR55 beta-arrestin-GFP translocation imaging, LPI antagonism; higher % means a stronger effect; one-dose inhibition, % at 10 µM; IC50 in µM for titrated hits; 0.13% of 290,000 active;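 active = spots per cell inhibited over 60%, with over 100 cells counted and total cytoplasm intensity under 500,000; inconclusive = wells with under 100 cells, flagged as likely toxic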;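 also: U2OS cells stably carrying GPR55 and arrestin-GFP stimulated by 5 µM LPI near EC80; imaged beta-arrestin-GFP aggregate spots per cell after agonist stimulation; plate controls were LPI-stimulated DMSO wells for no effect and DMSO wells without LPI for full effect; some results filed as inactive read as strong as hits; confirmed hits need IC50 under 10 µM and bright autofluorescent wells are also inconclusive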
GPR35 antagonists = inhibition of zaprinast-stimulated GPR35 beta-arrestin translocation – imaging, U2OS, beta-arrestin-GFP, zaprinast agonist, primary screen (AID 2058); U2OS GPR35 beta-arrestin-GFP translocation imaging, zaprinast antagonism; higher % means a stronger effect; inhibition, % at 10 µM; hits with a dose series show IC50 in µM; 0.052% of 290,000 active;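 active = inhibition of at least 50% with at least 30 cells and total cytoplasm GFP at most 10,000,000; inconclusive = under 30 cells or total GFP of 10,000,000 plus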
NOD1 inhibition = inhibition of NOD1-driven NF-kB reporter – cell-based, luminescence, uHTS, primary screen (AID 1578) | 1% of 290,000 active | NOD1-driven NF-kB luciferase reporter cells, luminescence; higher % means a stronger effect | inhibition, % at 4 µM, or EC50 in µM where a hit was titrated; in the data active = inhibition mostly above about 36%, no sharp cut-off; inactive = mostly below about 34%;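 also: HEK-293T reporter cells stimulated with the NOD1 agonist gamma-tri-DAP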
NOD2 inhibition = NOD2 signaling inhibitors, cell-based, luminescence, uHTS, HEK293 (AID 1566); HEK293 NOD2/NF-kB luciferase reporter, luminescence; higher % means a stronger effect; 0.63% of 290,000 active; one-dose inhibition, % at 4 µM; EC50 in µM for titrated hits; also: many of its hits are not listed in these tables
Myeloid diff 2 GFP+ MAC1+ % = also measured in Myeloid diff 2; calls as there; GFP+ MAC1+ double positive, %; measured here: differentiation confirmed by MAC1 staining
An asterisk follows results filed as active; i = inactive; u = inconclusive; x = not tested or not shown; [ ] = dose if it differs, or a comment. Rule as the data show it, unless noted: active = inhibition above about 50%; inactive = the rest.

SMILES	KOR beta-arrestin-1	Myeloid diff 2	Myeloid diff 2 GFP+ MAC1+ %	HIV peptide binding	KOR beta-arrestin-2	GPR55 beta-arrestin	GPR55 LPI antagonism	GPR35 antagonists	NOD1 inhibition	NOD2 inhibition
CC(OC(=O)c1ccccc1N1C(=O)C2C3CCC(C3)C2C1=O)C(=O)c1ccccc1 (stereo unspecified)	1.3%	i	0.4	-1.8%	20%	1.0%	12%	14%	36%	5%
COc1ccc(NC(=O)COC(=O)c2c(-c3ccccc3)noc2C)cc1	-2.8%	i	20	-1.2%	22%	-0.1%	5%	11%	10%	21%
COc1ccc(/C=N/Nc2nc3ccccc3o2)cc1O	7.0%	i	0.8	4.9%	-33%	-0.1%	0%	-4%	-29%	-124%
COc1ccc(C2NC(=O)N(C)C3=C2C(=O)CC(C)(C)C3)cc1OC (stereo unspecified)	-1.8%	i	0.2	0.9%	21%	-0.2%	3%	8%	2%	3%
Cc1cccc(NC(=O)CSc2nc3ccccc3c3nc(CCc4c(C)n[nH]c4C)nn23)c1	14%	i	1.9	0.5%	-41%	-0.1%	13%	15%	-2%	-16%
Cc1cc(O)ccc1N/C=C1\CCCC1=O	6.3%	i	1.0	15%	-40%	0.0%	-6%	-6%	0%	0%
CC(=O)N1CCN(Cc2nc3cc(NC(=O)c4ccccc4C)ccc3n2C)CC1	-1.0%	i	0.7	-0.6%	-14%	-0.1%	-16%	12%	2%	-7%
COc1ccc(OCC(=O)N2CCN(C(=O)COc3ccc(Br)cc3)CC2)cc1	-1.9%	i	0.4	-0.8%	30%	-0.1%	14%	13%	-16%	12%
CCOc1ccccc1CN1CCN(Cc2c[nH]c3ccccc23)CC1CCO (stereo unspecified)	-2.8%	i	0.2	2.1%	-39%[20 µM]	-0.1%	5%	-3%	-4%	7%
CCOc1ccc(-c2nnc(SCC(=O)O)n2Cc2ccccc2)cc1	-6.1%	i	0.8	0.8%	5%[20 µM]	0.4%	9%	5%	-3%	6%
Cn1c(CNc2nc(-c3ccccc3)cs2)nnc1SCC(=O)N1CCc2ccccc21	2.7%	i	1.5	-2.9%	10%	0.1%	-1%	10%	-28%	3%
O=S(=O)(c1ccccc1)N1CCN=C1SCc1ccccc1	-1.2%	i	0.1	-1.6%	-8%	0.0%	-2%	2%	-10%	6%
Cc1cc(C)nc(NS(=O)(=O)c2ccc(NC(=O)Cc3ccccc3)cc2)n1	1.6%	i	0.0	1.5%	-16%	-0.2%	0%	5%	-11%	17%
FC(F)(F)c1cc(Cl)c2nnc(C(F)(F)Cl)n2c1	-1.6%	i	0.3	0.3%	-1%	0.3%	8%	1%	-21%	14%
Cn1nc([N+](=O)[O-])c(C(C#N)c2ccccn2)c(Cl)c1=O (stereo unspecified)	0.1%	u	x	1.0%	-6%	-0.5%	-11%	-19%	-21%	-70%
O=C(COC(=O)Cc1ccsc1)NCc1ccccc1	-6.9%	i	0.5	2.9%	36%	-0.2%	-2%	-1%	-24%	6%
COc1cccc(C(=O)N2CCN(Cc3ccc(OC)cc3OC)CC2)c1	-2.9%	i	0.3	-0.4%	27%[20 µM]	-0.1%	9%	16%	23%	-10%
Cc1nn(C(C)(C)C)c(OC(=O)c2cccs2)c1Sc1ccccc1	4.2%	i	1.0	2.1%	-12%	-0.1%	5.4µM*	22%	68%*	1%
CCn1cnc2cc(NCc3ccccc3Cl)ccc21	2.1%	i	0.2	-1.3%	-5%	0.2%	5%	-4%	4%	3%
O=C(CNC(=O)c1cccs1)OCC(=O)c1ccc(Br)cc1	-6.4%	i	0.2	0.3%	11%	0.0%	5%	-3%	-11%	16%

As a short view, some entries already given.
SMILES	KOR beta-arrestin-1	Myeloid diff 2	Myeloid diff 2 GFP+ MAC1+ %	HIV peptide binding	KOR beta-arrestin-2	GPR55 beta-arrestin	GPR55 LPI antagonism	GPR35 antagonists	NOD1 inhibition	NOD2 inhibition
CCOc1ccc(-c2nnc(SCC(=O)O)n2Cc2ccccc2)cc1	-6.1%	i	0.8	0.8%	5%[20 µM]	0.4%	9%	5%	-3%	6%
Cn1c(CNc2nc(-c3ccccc3)cs2)nnc1SCC(=O)N1CCc2ccccc21	2.7%	i	1.5	-2.9%	10%	0.1%	-1%	10%	-28%	3%
O=S(=O)(c1ccccc1)N1CCN=C1SCc1ccccc1	-1.2%	i	0.1	-1.6%	-8%	0.0%	-2%	2%	-10%	6%
Cc1cc(C)nc(NS(=O)(=O)c2ccc(NC(=O)Cc3ccccc3)cc2)n1	1.6%	i	0.0	1.5%	-16%	-0.2%	0%	5%	-11%	17%
FC(F)(F)c1cc(Cl)c2nnc(C(F)(F)Cl)n2c1	-1.6%	i	0.3	0.3%	-1%	0.3%	8%	1%	-21%	14%
Cn1nc([N+](=O)[O-])c(C(C#N)c2ccccn2)c(Cl)c1=O (stereo unspecified)	0.1%	u	x	1.0%	-6%	-0.5%	-11%	-19%	-21%	-70%
O=C(COC(=O)Cc1ccsc1)NCc1ccccc1	-6.9%	i	0.5	2.9%	36%	-0.2%	-2%	-1%	-24%	6%
COc1cccc(C(=O)N2CCN(Cc3ccc(OC)cc3OC)CC2)c1	-2.9%	i	0.3	-0.4%	27%[20 µM]	-0.1%	9%	16%	23%	-10%
Cc1nn(C(C)(C)C)c(OC(=O)c2cccs2)c1Sc1ccccc1	4.2%	i	1.0	2.1%	-12%	-0.1%	5.4µM*	22%	68%*	1%
CCn1cnc2cc(NCc3ccccc3Cl)ccc21	2.1%	i	0.2	-1.3%	-5%	0.2%	5%	-4%	4%	3%
O=C(CNC(=O)c1cccs1)OCC(=O)c1ccc(Br)cc1	-6.4%	i	0.2	0.3%	11%	0.0%	5%	-3%	-11%	16%

Next entries.
SMILES	KOR beta-arrestin-1	Myeloid diff 2	Myeloid diff 2 GFP+ MAC1+ %	HIV peptide binding	KOR beta-arrestin-2	GPR55 beta-arrestin	GPR55 LPI antagonism	GPR35 antagonists	NOD1 inhibition	NOD2 inhibition
COc1cc(OC)nc(NC(C)=O)n1	3.7%	i	7.4	-0.6%	-43%	-0.1%	-1%	14%	-17%	2%
COc1ccc(CN(C(=O)c2snc(C(N)=O)c2N)C(C(=O)NC2CCCC2)c2ccc(OC)c(OC)c2)cc1 (stereo unspecified)	0.9%	i	0.6	-0.8%	31%	-0.2%	-4%	1%	-2%	10%
COc1ccc(NC(=O)CCC(=O)N(Cc2ccc(OC)c(OC)c2)c2nccs2)c(OC)c1	x	i	0.8	0.0%	-7%[20 µM]	-0.1%	-1%	-8%	-18%	16%
CCCC(C(=O)NC(C)(C)C)N(CC1CCCO1)C(=O)c1snc(C(N)=O)c1N (stereo unspecified)	3.6%	i	0.1	0.1%	-32%	-0.2%	5%	5%	18%	13%
O=C(CN1CCCCC1)Nc1nc(-c2ccc(F)c(F)c2)cs1	-0.1%	i	1.3	0.3%	-64%	-0.2%	-9%	-12%	-8%	-29%
N#CCCN(Cc1ccccc1)C(=S)Nc1ccc(F)cc1	-1.3%	i	0.7	-1.4%	11%	0.2%	5%	8%	-6%	-6%
COCCn1c(SCc2ccccc2Cl)nc2c1c(=O)[nH]c(=O)n2C	-0.4%	i	0.6	-2.2%	12%	0.1%	-6%	6%	6%	24%
C/C(=N\NC(=O)c1ccccc1)c1ccc(N2CCCCC2)cc1	1.4%	i	0.4	1.1%	13%	-0.2%	-1%	10%	-33%	-24%
CCN1CCN(C(=O)c2cc3cc([N+](=O)[O-])ccc3oc2=O)CC1	-7.4%	i	0.2	-0.2%	31%	-0.1%	4%	2%	-36%	18%
CC(C)CNS(=O)(=O)c1cc(C(=O)OCC(=O)N2CCOCC2)c(Cl)cc1Cl	0.4%	i	6.5	-0.5%	3%	-0.2%	10%	6%	-27%	5%
Cc1ccc(S(=O)(=O)N(C)C)cc1NC(=S)N(C)C1CCN(C)CC1	11%	i	0.3	0.2%	-20%	-0.2%	-3%	6%	8%	-16%
O=[N+]([O-])c1cnc(Nc2ccc(Cl)cn2)c([N+](=O)[O-])c1	2.3%	i	1.1	-0.8%	-12%	0.2%	0%	5%	-8%	23%
O=C(NCCC1=CCCCC1)C(=O)c1c[nH]c2ccccc12	-1.9%	i	0.6	0.2%	-2%	0.2%	6%	18%	-27%	-37%
COC(=O)c1sc2nc(-c3ccccc3)nc(N3CCN(C)CC3)c2c1C	-2.6%	i	1.0	-2.7%	-80%	0.0%	3%	13%	1%	-4%
Cc1ccc(NC(=O)CS(=O)CC(=O)N(CC(=O)NC2CCCC2)c2cc(C)ccc2C)cc1 (stereo unspecified)	3.7%	i	6.0	1.9%	3%	-0.2%	-4%	-3%	-31%	-8%
O=C(CN1CCCC1)Nc1ccc(NC(=O)Nc2ccccc2)cc1	-0.9%	x	x	-0.9%	17%	0.2%	5%	-8%	-31%	-51%
O=C(CCCCCN1C(=O)c2ccccc2C1=O)NCCc1nc2ccccc2[nH]1	0.1%	i	0.3	-2.9%	7%	-0.2%	-7%	-7%	-21%	26%
CCc1ccc(N(CC(=O)NCc2ccco2)C(=O)CCC(=O)Nc2ccccn2)cc1	0.5%	i	0.5	1.7%	-22%	0.1%	-3%	-16%	-17%	-1%
CCOc1ccccc1N(C)C(=O)c1cn(C)c(=O)c2ccccc12	5.1%	i	0.9	0.5%	3%	-0.1%	14%	19%	-9%	0%
CCOC(=O)C1=C(C)NC2=C(C(=O)C(C(=O)OCC)C(c3ccc(OC)cc3)C2)C1c1ccccn1 (stereo unspecified)	0.0%	i	1.1	0.2%	0%	0.6%	36%	15%	-15%	14%

Single values from the list:
CCOC(=O)C1=C(C)NC2=C(C(=O)C(C(=O)OCC)C(c3ccc(OC)cc3)C2)C1c1ccccn1 (stereo unspecified) – GPR35 antagonists: 15%
Cc1ccc(NC(=O)CS(=O)CC(=O)N(CC(=O)NC2CCCC2)c2cc(C)ccc2C)cc1 (stereo unspecified) – HIV peptide binding: 1.9%

An excerpt. The share of hits here may be higher or lower than overall.
